# proCasp7 act: counter-screen: procaspase-7 (human) activation. P55210. recombinant procaspase-7, Ac-DEVD-pNA absorbance 405 nm; D23A/D198A/D206A triple mutant, cannot self-cleave; scale: DMSO 0, 5 µM enzyme 100. activation, % at 8.5 µM. 330,000 compounds, 0.093% hits;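 active = percent activation above the screen-wide mean plus 3 SD, cut at about 25% in these data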
#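 System: Procaspase-7 triple mutant (PC-7 D3A); measure: % activation from two-timepoint absorbance difference, scaled to controls; times: 1 h compound preincubation, 2 h substrate cleavage, 25 °C; also added: Ac-DEVD-pNA substrate, 400 µM as added; measured by: Epi-absorbance of released pNA at 405 nm, two timepoints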
# RPL19A-GFP yeast: modulators of TOR pathway RPL19A-GFP in S. cerevisiae | 330,000 compounds, 0.3% hits | percent response vs DMSO, % at 10 µM | S. cerevisiae RPL19A-GFP strain, flow cytometry, 3 h; hits give low values;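 active = percent response vs DMSO below 50%; inconclusive = fewer than 70 events counted for the yeast strain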;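 note: median channel GFP fluorescence of the barcoded RPL19A-GFP strain; ratio of sample median GFP to plate DMSO average so 100% = DMSO; lower means less RPL19A-GFP as with rapamycin TOR inhibition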
# MEP2 TOR yeast: alters MEP2-GFP fluorescence in TOR pathway yeast screen. AID 2016. S. cerevisiae MEP2-GFP strain, flow cytometry GFP, 3 h; 100% = DMSO control level. 330,000 compounds, 0.51% hits. GFP response vs DMSO, % at 10 µM;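 active = GFP response versus DMSO above a set limit, roughly screen mean plus 3 SD, cut at about 180% in these data; inconclusive = fewer than 70 cells counted for a yeast strain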;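 note: median GFP fluorescence of the barcode-gated MEP2-GFP cells per well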
# ZTA counter: counter-screen for EBNA-1 inhibitors: inhibitors of Epstein-Barr virus ZTA; P03206; ZTA-DNA binding, fluorescence polarization; inhibition, % at 11 µM; 320,000 compounds, 0.15% hits; AID 2234; in the data active = inhibition above about 33%
# proCasp3 act: activators of human procaspase-3; P42574; recombinant procaspase-3 D3A, Ac-DEVD-pNA absorbance 405 nm; activation, % at 8.5 µM; 330,000 compounds, 0.11% hits; AID 463141;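 active = activation above the mean of all tested compounds plus 3 SD, cut at about 21% in these data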;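 note: 0% = DMSO alone and 100% = DMSO wells spiked with extra 5 µM PC-3 D3A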
#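 Assay system: Autoprocessing-dead procaspase-3 D3A mutant enzyme; also added: Ac-DEVD-pNA; doses: one concentration, 8.5 µM nominal, 0.8% DMSO; times: 1 h compound preincubation, 2 h substrate hydrolysis at 25 °C; technique: 405 nm absorbance of p-nitroaniline, reads at 0 and 120 min; measure: % activation between DMSO and enzyme-spiked controls; repeats: single replicate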
# LAP4-GFP MLPCN: modulators of TOR pathway LAP4-GFP in S. cerevisiae | S. cerevisiae LAP4-GFP multiplex, flow cytometry GFP, 3 h; median GFP as percent of DMSO wells | GFP response vs DMSO, % at 10 µM | 320,000 compounds, 0.34% hits | AID 2023;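 active = GFP response vs DMSO above a set limit, about the screen mean plus 3 SD, cut at about 150% in these data; inconclusive = under 70 cell events counted for the yeast strain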
# EBNA-1 inh: blocks EBNA-1 binding to DNA. EBNA-1 DNA binding, fluorescence polarization. inhibition, % at 14.8 µM. 300,000 compounds, 0.34% hits. AID 1950; in the data active = inhibition above about 28%
# AHR activator: human AHR activation; P35869; AHR-responsive luciferase reporter cells, luminescence; activation, % at 5 µM; 320,000 compounds, 2.5% hits; AID 2796; in the data active = activation above about 47%;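 note: 0% = vehicle wells and 100% = reference agonist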
# * = called active by the depositor; ? = inconclusive; . = no result given; [ ] = dose if it differs, or a comment.
SMILES,proCasp7 act,RPL19A-GFP yeast,MEP2 TOR yeast,ZTA counter,proCasp3 act,LAP4-GFP MLPCN,EBNA-1 inh,AHR activator
COc1ccc(/C=C2\CCc3ccccc3C2=O)c(OC)c1OC,1,93,107,2,-4,99,-7,3
O=[N+]([O-])c1cc(C(F)(F)F)cc([N+](=O)[O-])c1NCc1cccnc1,-3,95,100,-5,-1,85,-1,23
NNC(=O)c1nc[nH]c1C(=O)Nc1ccccc1,2,105,101,-25,-6,98,-7,31
O=[N+]([O-])c1ccccc1/C=N/n1c(COc2ccccc2)n[nH]c1=S,-22,107,106,-5,-23,95,10,16
CN(CC(=O)NCCN1CCOCC1)S(=O)(=O)c1ccc(F)cc1,1,106,104,4,-2,95,8,-1
Fc1cccc2sc(Nc3nnc(-c4ccccc4)o3)nc12,-4,101,94,19,7,90,1,155*
COc1ccc(S(=O)(=O)NCc2cn3c(C)csc3n2)cc1F,12,94,99,31,14,97,11,1
Nc1cccc(-c2nc3ccccc3[nH]2)c1,5,96,94,-7,7,97,-6,22
C/C(=C/c1ccccc1)C(=O)N1CCN(c2ccc(F)cc2)CC1,1,100,111,11,2,102,-6,3
Cc1cc(-n2c(SCC(=O)Nc3ccc(Br)cc3)nc3n[nH]c(C)c3c2=N)ccc1Cl,6,100,103,4,2,105,1,17
COC(=O)/C=C(\C)NC(=O)c1ccccc1Cl,-3,102,103,-8,11,105,-1,0
Clc1cccc(/C=N/Nc2nnc(Cl)c3ccccc23)c1,8,98,101,-2,-7,97,1,50*
COc1ccc(CNC(=O)COC(=O)c2[nH]c(C)c(C(C)=O)c2C)cc1OC,0,95,98,-14,5,91,.,-1
Cc1csc(SC(C)C(=O)Nc2ccc(F)cc2Cl)n1 (stereo unspecified),5,97,108,.,-1,100,.,1
CC(C)CCNC1c2ccccc2C(=O)N1Cc1ccccc1 (stereo unspecified),3,108,105,12,4,83,3,0
O=c1[nH]c(Cc2cccc(C(F)(F)F)c2)nc2ccccc12,3,109,106,3,3,96,-1,6
CN1C(=O)/C(=C\c2ccccc2F)Sc2ccc(C(=O)NC3CCN(Cc4ccccc4)CC3)cc21,7,99,93,-13,8,94,-14,2
CCCCCCCc1c(C)nc(N2CCOCC2)[nH]c1=O,10,94,101,2,1,102,0,4
O=Cc1c(N2CCCCCC2)nc2ccccn2c1=O,-2,95,97,-1,3,101,-1,2
Cc1cc(C)cc(OCC(=O)N2Cc3ccccc3CC2C(=O)O)c1 (stereo unspecified),6,102,95,-9,3,99,4,0

# Among those listed so far, these have an aryl methoxy group.
SMILES,proCasp7 act,RPL19A-GFP yeast,MEP2 TOR yeast,ZTA counter,proCasp3 act,LAP4-GFP MLPCN,EBNA-1 inh,AHR activator
COc1ccc(/C=C2\CCc3ccccc3C2=O)c(OC)c1OC,1,93,107,2,-4,99,-7,3
COc1ccc(S(=O)(=O)NCc2cn3c(C)csc3n2)cc1F,12,94,99,31,14,97,11,1
COc1ccc(CNC(=O)COC(=O)c2[nH]c(C)c(C(C)=O)c2C)cc1OC,0,95,98,-14,5,91,.,-1

# The list goes on.
SMILES,proCasp7 act,RPL19A-GFP yeast,MEP2 TOR yeast,ZTA counter,proCasp3 act,LAP4-GFP MLPCN,EBNA-1 inh,AHR activator
O=C(CN1C(=O)CSc2ccc(S(=O)(=O)N3CCCCC3)cc21)NCc1ccccc1Cl,11,95,97,-19,-4,107,-1,3
CCOC(=O)c1cnn(-c2cc(C(C)(C)C)nc3c(-c4ccccc4)c(C)nn23)c1N,5,106,105,1,3,102,-1,-1
O=C(O)CC1(CC(=O)Nc2ccc(F)cc2F)CCCCC1,9,103,101,3,-3,102,3,-2
O=C(C1CC=CCC1)N1CCC(CO)(Cc2ccc(Cl)cc2)CC1 (stereo unspecified),-1,94,98,-20,3,99,-11,-1
CCOC(=O)CN1C(=O)C(CC)Oc2ccccc21 (stereo unspecified),1,100,108,7,-3,118,5,-2
Cc1cc(NC(=O)CSC2=NS(=O)(=O)c3cc(Cl)ccc3N2)no1,3,98,98,2,-6,103,0,1
O=C(CN(CCc1ccccc1)C(=O)Cn1nnc(-c2cccs2)n1)NCc1ccco1,1,105,104,-9,-8,96,-2,-2
Cc1ccc2[nH]c(=O)c(CN(Cc3nnnn3C3CCCC3)C3CCCCC3)cc2c1,-1,116,90,-5,-5,77,3,3
CCc1cccc(C)c1NC(=O)C1CCN(C(=O)c2ccc([N+](=O)[O-])cc2)CC1,6,100,103,5,1,102,5,1
CC1CCCN(S(=O)(=O)c2ccc(NC(=O)C3CCN(C(=O)C(C)(C)C)CC3)cc2)C1 (stereo unspecified),-1,103,102,-5,2,103,.,1
COc1ccccc1N1CCN(C(=O)c2cccc(N3C(=O)NC4CC3(C)Oc3c(OC)cccc34)c2)CC1 (stereo unspecified),-7,95,101,-22,1,72,-8,4
COc1cccc(OC)c1C(=O)Nc1ccc(C(=O)c2ccncc2)cc1,10,95,95,4,-2,101,5,0
COCCn1nnnc1CN1CCC(Cc2ccccc2)CC1,1,102,102,-8,-7,105,-7,-1
COC(=O)c1ccccc1NC(=O)N1CCN(Cc2ccco2)CC1,2,102,110,3,3,85,5,2
O=C(CSc1nc2ccccc2o1)N1c2ccccc2Sc2ccc(Cl)cc21,1,101,104,10,-1,118,4,2
Cn1cc(S(=O)(=O)N2CCOCC2)cc1C(=O)NCCc1ccccc1,1,97,97,1,-3,97,-1,1
Cc1ccc(NC(=O)NCCN2C(=O)C3C4C=CC(C4)C3C2=O)cc1 (stereo unspecified),-5,103,99,7,-3,113,6,9
CC(C)C(=O)N1CCN(CCN=CC2=C(O)CC(c3ccco3)CC2=O)CC1 (stereo unspecified),-8,122,105,4,4,116,0,1
C=CCn1c(SCC(=O)NCC)nc2sc3c(c2c1=O)CCC3,7,102,108,-2,6,118,-9,0
CCCN(C(=O)c1cccs1)c1c(N)n(Cc2ccccc2)c(=O)[nH]c1=O,7,86,87,-5,-7,82,.,1
CC(C)c1ccc(NC2CCCN(C(=O)c3ccc(Cn4cnnn4)cc3)C2)cc1 (stereo unspecified),4,104,112,0,-8,93,3,4
Fc1cnc(N2CCOCC2)nc1NCc1ccccc1,-1,105,109,3,-5,103,-3,7
Cc1ccc(NC(=O)Nc2ccno2)cc1,-9,102,106,-4,-8,109,-11,23
COc1cc(/C=C2/C(=N)N3N=C(CC(=O)N4CCOCC4)SC3=NC2=O)ccc1OCc1ccccc1F,-1,103,112,2,1,96,10,0
O=C(CCC(=O)c1cccs1)NNC(=O)c1ccccc1Cl,2,96,96,1,15,102,.,1
Cc1ccc(OCc2nnc(SCC(=O)NCc3ccco3)n2C)cc1,-1,92,150,-22,2,86,3,2
CC(CC(=O)N1CCN(C(=O)c2ccccc2)CC1)c1ccccc1 (stereo unspecified),4,105,105,13,-2,104,4,0
O=C(CSc1nnc(-c2ccco2)n1-c1ccccc1)NCc1ccco1,-3,99,103,-6,-1,99,4,-1
CC(C)(C)NC(=O)C1CN(S(=O)(=O)c2ccccc2)CCN1S(=O)(=O)c1ccccc1 (stereo unspecified),3,88,85,-7,1,88,9,1
CCNC(=O)CSc1nc2ccccc2c(=O)n1OC,-9,103,103,5,5,98,-6,1
Cc1ccc(Cn2ccc(NC(=O)c3cc(CC(C)C)on3)n2)cc1,0,97,94,-4,-7,94,-6,-5
Cc1ccnc(NS(=O)(=O)c2ccc(NC(=O)C3CC=CCC3C(=O)O)cc2)n1 (stereo unspecified),0,104,103,-9,1,102,-4,-1
COc1ccc(/C(N)=N/OC(=O)c2ccco2)cc1OC,14,103,104,-3,0,110,1,0
CC(C)(CNC(=O)Cc1ccc(Br)cc1)N1CCOCC1,3,100,134,7,3,110,8,1
Cc1noc(C)c1COc1cccc(C(=O)OCCOc2ccc(F)cc2)c1,0,100,100,7,14,106,-14,-2
C/C(=N\Nc1ccc(Cl)c(Cl)c1)c1ccc(-n2ccnc2)cc1,3,79,96,0,2,125[may fluoresce green],-5,23
CC1CC1C(=O)OCC(=O)Nc1cc(S(=O)(=O)N2CCCCC2)ccc1Cl (stereo unspecified),7,98,100,.,11,96,.,-1
CCc1nn(CC(=O)N2CCN(c3ccc(OC)cc3)CC2)c(=O)c2cc3occc3n12,0,81,77,-11,9,?,-7,-1
CCn1cc(C(=O)NCCCN2CC(C)CC(C)C2)c(=O)c2cc(S(=O)(=O)N(C)C)ccc21 (stereo unspecified),0,102,110,-11,2,99,-3,3
N#CC1=C2SCN(Cc3ccco3)CN2C(=O)CC1c1cccc2ccccc12 (stereo unspecified),-37,100,101,8,-26,105,9,0
Cc1[nH]nc2c1C(c1cccc(OC(=O)N3CCOCC3)c1)C(C#N)=C(N)O2 (stereo unspecified),-2,106,106,-27,6,103,0,5

# Molecules above with a Cl atom:
SMILES,proCasp7 act,RPL19A-GFP yeast,MEP2 TOR yeast,ZTA counter,proCasp3 act,LAP4-GFP MLPCN,EBNA-1 inh,AHR activator
Cc1cc(-n2c(SCC(=O)Nc3ccc(Br)cc3)nc3n[nH]c(C)c3c2=N)ccc1Cl,6,100,103,4,2,105,1,17
COC(=O)/C=C(\C)NC(=O)c1ccccc1Cl,-3,102,103,-8,11,105,-1,0
Clc1cccc(/C=N/Nc2nnc(Cl)c3ccccc23)c1,8,98,101,-2,-7,97,1,50*
Cc1csc(SC(C)C(=O)Nc2ccc(F)cc2Cl)n1 (stereo unspecified),5,97,108,.,-1,100,.,1
O=C(CN1C(=O)CSc2ccc(S(=O)(=O)N3CCCCC3)cc21)NCc1ccccc1Cl,11,95,97,-19,-4,107,-1,3
O=C(C1CC=CCC1)N1CCC(CO)(Cc2ccc(Cl)cc2)CC1 (stereo unspecified),-1,94,98,-20,3,99,-11,-1
Cc1cc(NC(=O)CSC2=NS(=O)(=O)c3cc(Cl)ccc3N2)no1,3,98,98,2,-6,103,0,1
O=C(CSc1nc2ccccc2o1)N1c2ccccc2Sc2ccc(Cl)cc21,1,101,104,10,-1,118,4,2
O=C(CCC(=O)c1cccs1)NNC(=O)c1ccccc1Cl,2,96,96,1,15,102,.,1
C/C(=N\Nc1ccc(Cl)c(Cl)c1)c1ccc(-n2ccnc2)cc1,3,79,96,0,2,125[may fluoresce green],-5,23
CC1CC1C(=O)OCC(=O)Nc1cc(S(=O)(=O)N2CCCCC2)ccc1Cl (stereo unspecified),7,98,100,.,11,96,.,-1
